High-throughput results deposited in PubChem BioAssay by National Center for Advancing Translational Sciences (NCATS).
S2 tox: viability counter-screen for ATXN expression inhibitors; S2 cells (HEK-293 line with an ATXN2-luciferase reporter) viability, CellTiter-Fluor protease fluorescence, 24 h; Potency, µM (doses to about 56.7 µM), hits mostly cytotoxic; 0.49% of 400,000 active; AID 651635; note: potency is the fitted concentration of half-maximal effect; nearly all actives have a fitted effect of over 40% in size
ATXN2 expr inh: inhibitors of ATXN2 expression; 0.72% of 360,000 active; AID 1745845; Potency, µM (top dose mostly 57 µM), inactives show at the top dose activity change, negative = inhibition, hits mostly inhibitors; HEK-293 ATXN2-luciferase reporter, luminescence, 24 h; note: potency is the fitted concentration of half-maximal effect; % is set by controls: 0 for no effect and ±100 for the full control effect; nearly all actives have a fitted effect of over 55% in size
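ATXN2-luciferase reporter cells (luciferase flanked by upstream and downstream ATXN2 gene portions) were treated 24 h at 37 °C with compounds at up to 57 uM. SteadyGlo luminescence gave expression; GF-AFC fluorescence gave viability.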
EPAC2 agonist: EPAC2 (human) agonism. AID 720711. Potency, µM (doses to about 154 µM), inactives show top-dose activation, hits mostly activators. 0.079% of 360,000 active. EPAC2 activation, biochemical qHTS; response scale: 100% = 6.5 mM cAMP response. Q8WZA2; note: potency is the fitted concentration of half-maximal effect; nearly all actives have a fitted effect of over 50% in size
Target sequence (Q8WZA2 whole entry, looked up): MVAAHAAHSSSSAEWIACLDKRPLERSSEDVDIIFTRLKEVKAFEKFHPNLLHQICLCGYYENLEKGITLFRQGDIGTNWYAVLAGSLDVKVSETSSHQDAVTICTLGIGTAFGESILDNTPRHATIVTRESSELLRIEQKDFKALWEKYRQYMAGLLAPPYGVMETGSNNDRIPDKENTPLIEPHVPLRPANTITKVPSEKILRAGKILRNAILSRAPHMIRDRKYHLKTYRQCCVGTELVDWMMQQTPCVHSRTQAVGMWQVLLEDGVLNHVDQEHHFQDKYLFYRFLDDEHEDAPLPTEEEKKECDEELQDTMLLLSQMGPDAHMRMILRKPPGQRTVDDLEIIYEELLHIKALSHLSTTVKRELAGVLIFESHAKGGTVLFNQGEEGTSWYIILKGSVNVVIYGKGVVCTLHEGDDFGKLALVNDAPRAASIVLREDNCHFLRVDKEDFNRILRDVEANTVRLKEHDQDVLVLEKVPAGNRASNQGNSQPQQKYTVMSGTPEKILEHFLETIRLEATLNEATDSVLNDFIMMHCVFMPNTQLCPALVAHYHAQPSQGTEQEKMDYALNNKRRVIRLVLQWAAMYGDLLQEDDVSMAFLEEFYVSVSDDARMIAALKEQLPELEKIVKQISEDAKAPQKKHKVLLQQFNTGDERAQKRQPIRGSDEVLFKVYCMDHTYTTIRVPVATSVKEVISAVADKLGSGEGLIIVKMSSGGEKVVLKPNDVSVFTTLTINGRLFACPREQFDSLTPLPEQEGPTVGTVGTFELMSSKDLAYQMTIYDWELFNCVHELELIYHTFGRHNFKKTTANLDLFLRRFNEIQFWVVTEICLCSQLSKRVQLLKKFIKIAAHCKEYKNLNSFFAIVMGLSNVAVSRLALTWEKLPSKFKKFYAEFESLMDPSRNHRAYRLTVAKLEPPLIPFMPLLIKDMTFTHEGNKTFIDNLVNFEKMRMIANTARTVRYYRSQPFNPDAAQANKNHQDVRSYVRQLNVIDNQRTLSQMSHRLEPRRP
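In this primary screen, activation is scored as increased exchange of BODIPY-GDP from Rap1B by 100 nM EPAC2, with 50 uM GDP as competitor. Signal is normalized to the 6.5 mM cAMP agonist control.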
Nrf2 activator: Nrf2 pathway activation | Potency, µM (titrated, usually from 46.1 µM), inactives show at the highest dose activation, most hits filed as activators | 0.31% of 410,000 active | AREc32 ARE-luciferase reporter (MCF7-derived line), luminescence, 24 h; note: potency is the fitted concentration of half-maximal effect; % of control where 0% means no effect; nearly all actives have a fitted effect of over 65% in size
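ARE activation measured as luciferase luminescence (Steady-Glo, 30 min RT) in AREc32_Fluc cells after 24 hr compound exposure at 37 deg C, 5% CO2; cells seeded overnight at 1000/well in OPTI-MEM, 5% FBS.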
TGFb inhibitor: inhibitors of TGF-b signaling. Potency, µM (doses to about 46.1 µM), for inactives: at the highest dose activity, negative = inhibition, most hits filed as inhibitors. AID 588855. HepG2 CAGA-GFP TGF-b/SMAD3 reporter, GFP fluorescence, 18 h; TGF-beta stimulated, 500 pg/mL final. 1.2% of 410,000 active; note: potency is the fitted concentration of half-maximal effect; % is set by controls: 0 for no effect and ±100 for the full control effect; nearly all actives have a fitted effect of over 65% in size
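Inhibition was scored as loss of TGF-beta-induced (500 pg/mL final, 18 hours, 37 degrees C) GFP in HEPG2 cells carrying a CAGA-GFP reporter, in DMEM with 1% FBS. Well GFP was summed per cell; Activity was normalised to unstimulated and stimulated DMSO wells, then concentration-response fitting.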
IL-2 act: activates IL-2 in a cell-based reporter assay. activation, % (series mostly up to about 46 µM). AID 652025. IL-2 activation reporter assay, cell-based qHTS; stimulated with anti-CD3/CD4/CD28 beads; in transgenic mouse T cells. 0.065% of 360,000 active; in the data active = activation above about 50%; inconclusive = mostly about 30% to 49%; note: 0% is about no effect
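Unstimulated transgenic mouse T cells, 750 per well, received compound and, after 60 minutes, anti-CD3/anti-CD4 bead plus anti-CD28 stimulation. EGFP and DsRed were quantified after 18 hours.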
Nrf2 inh: Nrf2 pathway inhibition | A549 ARE-Fluc reporter, luciferase luminescence, 18-24 h | Potency, µM (highest dose often 46 µM), for the others: top-dose activity change, negative = inhibition, hits mostly inhibitors | 2.1% of 360,000 active | AID 504444; note: potency is the fitted concentration of half-maximal effect; % is set by controls: 0 for no effect and ±100 for the full control effect; nearly all actives have a fitted effect of over 60% in size
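Concentration-response testing used A549 ARE_Fluc cells at 5000 cells/well. Following an 18-24 h compound incubation, viability was read by fluorescence (Ex 405/Em 525) and luciferase output by luminescence.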
A549 tox: kills or reduces viability of A549 cells in Nrf2 counter-screen; A549 ARE-Fluc cells, CellTiter-Fluor viability, 18-24 h; Potency, µM (titrated, usually from 46 µM), inactives show at the highest dose activity change, negative = cytotoxicity, usual class: inhibitors; 0.16% of 390,000 active; AID 504648; note: potency is the fitted concentration of half-maximal effect; % is set by controls: 0 for no effect and ±100 for the full control effect
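A549 ARE_Fluc cells in 5% FBS OPTI-MEM were exposed to compounds in concentration-response for 18-24 h at 37 deg C. Viability was read by CellTiter-Fluor fluorescence (Ex 405/Em 525) after 30 min, before the luciferase read.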
HepG2 viability: counter-screen for TGF-b inhibitors: cytotoxicity in HepG2 cells | HepG2 CAGA-GFP viability, ATP luminescence, 18 h | Potency, µM (highest dose often 46.1 µM), for inactives: top-dose activity change, negative = cytotoxicity, hits mostly cytotoxic | 0.76% of 410,000 active; note: potency is the fitted concentration of half-maximal effect; some results filed as inactive show a strong effect at the top dose
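HepG2 CAGA-GFP cells (1000/well, DMEM with 1% FBS) received compound, then TGF-beta at 500 pg/mL final, and were incubated 18 hours at 37 degrees C. Viability was read by CellTiter-Glo luminescence. Media-only wells were set as complete cell-killing and DMSO as no toxicity.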
Starred values were filed as active, the others as inactive; i = inactive; ? = inconclusive; . = no result given; & = joins results of further samples; [ ] = another dose, or the depositor's remark. Unless noted, calls come from the whole dose curve; as a rule, active = well fitted curve in the direction sought with a large enough effect; inconclusive = small, poorly fitted or top-dose-only effect, or another doubt; inactive = no such curve, though single readings can be large; an effect the other way counts as inactive or inconclusive.

smiles	S2 tox	ATXN2 expr inh	EPAC2 agonist	Nrf2 activator	TGFb inhibitor	IL-2 act	Nrf2 inh	A549 tox	HepG2 viability
CS(=O)(=O)Nc1ccc(C2=NN(C(=O)C3CCCCC3)C(c3cccs3)C2)cc1 (stereo not given)	i	-23%	10%	6.5%	-13%	0.3	23µM*	-13%	-19%
CC(C)Cc1nc2sc3c(=O)n(N)cnc3c2c2c1COC(C)(C)C2	i	.	-3%	0.4%	-2%	-4.4	-22%	0%	-6%
O=C(CSc1nncs1)Nc1cc(-c2ccccc2)nn1-c1ccccc1	i	1%	5%	-0.8%	0%	-2.3	-1%	0%	9%
CSCC[C@H](NC(=O)[C@H]1CC[C@H](CNC(=O)[C@@H](N)Cc2ccccc2)CC1)C(=O)O	i	6%	0%	-0.7%	5%	-0.4	?	1%	-1%
CN(C)C1NC(=O)c2cc(-c3ccccc3)sc2N1 (stereo not given)	i	26%	-11%	4.6%	0%	1.1	.	-7%	-11%
O=C(Nc1ccc(Cl)c(S(=O)(=O)N2CCOCC2)c1)c1ccccn1	i	-12%	6%	2.3%	-5%	-1.8	-10%	3%	-2%
CC(=O)c1c(C)[nH]c(C(=O)Nc2ccc(N3CCCCCC3)cc2)c1C	.	.	6%	-1.9%	4%	-1.2	.	.	-1%
COc1ccc(-c2c(C#Cc3ccccc3)c3ccccc3n2C)cc1	i	14%	7%	4.4%	3%	-0.1	?	-5%	1%
COc1ccc(O)c(C(=O)CC(=O)c2ccc(F)cc2)c1	i	-38%	23%	-0.7%	?	-4.5	?	-8%	-46%
COC(=O)c1ccc(NC(C)=O)o1	i	0%	4%	-0.2%	16%	0.9	.	-7%	1%
O=C(/C(=C\c1ccccc1)c1nc2ccccc2[nH]1)c1ccc(Cl)cc1	.	?	-1%	18%	?	-3.4	?	?	-56%
O=S(=O)(c1cccc(Br)c1)N1CCN(S(=O)(=O)c2ccc3c(c2)OCCO3)CC1	i	-4%	3%	0.8%	1%	1.1	14%&23%	2%&9%	-7%
CCOC(=O)c1c(C)oc2nc(C)nc(NCc3ccc(OC)cc3OC)c12	i	0%	.	4.3%	5%	.	?	-4%	-18%
COc1cc(C2c3c(-c4ccc(C)cc4)n[nH]c3C(=O)N2c2ccc(F)cc2)ccc1O (stereo not given)	?	?	.	-3.1%	11µM*	.	0%	2%	-51%
COc1ccccc1CNn1c(-c2cccc(C)c2)nc2ccccc2c1=O	i	3%	19%	-0.6%	-16%	-2.7	?	-12%	-27%
CCCCC(CC)C(=O)N1CCN(C(=O)c2ccco2)CC1 (stereo not given)	i	.	5%	-0.3%	-21%	-2.4	-28%	3%	-15%
CCOC(=O)c1sc2nc(-c3ccco3)c3c(c2c1N)CC(C)(C)OC3	i	-12%	-7%	?	?	1.1	?	?	-21%
NC(=O)c1c(-c2ccc(Cl)cc2Cl)csc1NC(=O)Cc1ccccc1	i	-14%	8%	2.2%	-21%	-5.7	2.6µM*	-14%	4%
CCc1nnc(NC(=O)CSc2nccn2-c2ccc(OC)cc2)s1	.	.	.	-0.3%	-24%	.	.	3%	-20%
CC[C@H](C)/C=C(C)/C=C/C(=O)Cc1cc(O)c(C)c(O)c1C=O	i	-6%	-5%	12%	-2%	-0.2	7%	-2%	-19%

Four consecutive records from above, quoted:
smiles	S2 tox	ATXN2 expr inh	EPAC2 agonist	Nrf2 activator	TGFb inhibitor	IL-2 act	Nrf2 inh	A549 tox	HepG2 viability
CSCC[C@H](NC(=O)[C@H]1CC[C@H](CNC(=O)[C@@H](N)Cc2ccccc2)CC1)C(=O)O	i	6%	0%	-0.7%	5%	-0.4	?	1%	-1%
CN(C)C1NC(=O)c2cc(-c3ccccc3)sc2N1 (stereo not given)	i	26%	-11%	4.6%	0%	1.1	.	-7%	-11%
O=C(Nc1ccc(Cl)c(S(=O)(=O)N2CCOCC2)c1)c1ccccn1	i	-12%	6%	2.3%	-5%	-1.8	-10%	3%	-2%
CC(=O)c1c(C)[nH]c(C(=O)Nc2ccc(N3CCCCCC3)cc2)c1C	.	.	6%	-1.9%	4%	-1.2	.	.	-1%

Next results:
smiles	S2 tox	ATXN2 expr inh	EPAC2 agonist	Nrf2 activator	TGFb inhibitor	IL-2 act	Nrf2 inh	A549 tox	HepG2 viability
CC(=O)Nc1ccc(NC(=O)CSc2ccc(-c3cccnc3)nn2)cc1	?	1%	4%	0.2%	21%	0.4	-25%	1%	2%
O=C(CSC1=NS(=O)(=O)c2cc(F)ccc2N1)NCCc1ccccc1	i	-3%	-1%	0.2%	-14%	2.7	5%	-6%	1%
Cc1ccc(OCCNC(=O)CN2C(=O)NC3(CCCC3)C2=O)cc1	i	11%	8%	-0.7%	-2%	-0.1	-14%	-4%	6%
COc1ccc(CNC(=O)[C@H](C)NC(=O)C2CCN(S(=O)(=O)c3ccc(F)cc3)CC2)cc1	i	-5%	-3%	-0.8%	8%	5.8	12%	-1%	7%
O=C(Nc1cccc(F)c1)Nc1ccc2c(c1)CCC2	i	33%[activator]	7%	-0.2%	-16%	-3.0	23%	2%	-21%
COc1ccc(-n2nnnc2C(c2ccccc2)N2CCN(C/C=C/c3ccccc3)CC2)cc1 (stereo not given)	i	-28%	19%	3.7%	?	-0.8	.	.	-31%
CCOC(=O)C(C)Sc1ncc(OC)c(=O)[nH]1 (stereo not given)	i	?	5%	0.1%	0%	-3.1	2%	3%	-12%
Cc1ccc(S(=O)(=O)N(Cc2cccc(C(F)(F)F)c2)C(=O)N2CCN(C)CC2)cc1	i	-3%	6%	-0.2%	1%	2.6	0%	0%	-2%
CSc1ccc(CCNC(=O)CN2C(=O)c3cccnc3Oc3ccc(Cl)cc32)cc1	.	.	.	0.1%	0%	.	4%	1%	-19%
Cc1nnc(NC(=O)C2CCN(S(=O)(=O)c3ccc(Cl)cc3)CC2)s1	i	-13%	4%	0.1%	10%	0.4	-7%	4%	-3%
O=C(NCCc1ccc(Cl)cc1)C1=CC=CN2CCS(=O)(=O)N=C12	i	.	5%	5.2%	-4%	-0.6	5%	0%	-22%
CN(Cc1ccc(OC(F)F)cc1)C(=O)c1cccc(S(=O)(=O)N2CCN(Cc3ccccc3)CC2)c1	i	?	-4%	0.0%	10µM*	-4.8	6.5µM*	-17%	-4%
CCOc1cc(C(=O)NCCOC)cc(OCC)c1OCC	i	-20%	6%	0.3%	3%	2.2	.	-2%	10%
COc1ccc2c(c1)c[n+](C)c1c3cc(OC)c(OC)cc3ccc21	?	18µM*	15%	0.4%	.	-0.8	.	.	.
CC(C)c1ccc(O)c(NC(=S)NC(=O)CCc2ccccc2)c1	i	-6%	-4%	5.0%	?	-2.5	-3%	0%	-10%
Cc1nc(N2CCCC2)c2nnn(Cc3ccccc3Cl)c2n1	i	-10%	-8%	-0.4%	17%	1.6	.	5%	2%
COc1cccc(C2=NN(S(C)(=O)=O)C(c3cccs3)C2)c1 (stereo not given)	?	28%[11.3 µM]	-2%	1.4%	0%	1.0	?	1%	0%
COC(=O)c1cn(C(=O)c2ccc(Br)o2)c2ccccc12	i	-1%	11%	0.2%	1%	0.3	-16%	0%	0%
COc1ccc(-c2csc(NC(=O)C3=COCCO3)n2)cc1OC	i	17%	-8%	4.0%	6%	-0.5	?	-2%	-44%
Cc1cc(C(F)(F)F)nn1CC(=O)N(C)c1ccccc1	i	-1%	0%	0.2%	-11%	-0.3	28%	-2%	-1%

Additional entries.
smiles	S2 tox	ATXN2 expr inh	EPAC2 agonist	Nrf2 activator	TGFb inhibitor	IL-2 act	Nrf2 inh	A549 tox	HepG2 viability
COc1cc(/C=N/NC(=O)c2cccnc2)ccc1OCC(=O)Nc1ccc(C)cc1	i	-6%	-1%	3.3%	13%	-0.9	17%	-21%	10%
S=C1CC2CCCC(C2)N1 (stereo not given)	i	2%	-2%	-0.5%	-7%	-3.1	2%	1%	-1%
Cc1cccc(-n2c(SCC(=O)NCC3CCCO3)nc3ccccc3c2=O)c1C (stereo not given)	i	.	-2%	-1.1%	7%	0.4	-8%	-4%	-22%
CCOC(=O)c1ccc(NC(=O)C(CC)(CC)C(=O)OCC)cc1	i	-3%	6%	-0.9%	?	-0.4	-22%	.	-5%
COc1ccccc1NS(=O)(=O)c1ccc(C(=O)NCCCN2CCOCC2)cc1	i	6%	4%	0.0%	-3%	-3.2	-10%	1%	-13%
CC(C)(C)NC(=O)COc1ccc(CNCc2cccs2)cc1	i	6%	1%	-0.4%	6%	-0.3	-18%	?	-51%
O=C(c1ccc(Cl)s1)N1CCOCC1	i	-1%	1%	-0.2%	?	1.8	10%	1%[1.84 µM]	-15%
Cc1cc(C)n(CC(O)COCc2ccccc2)n1 (stereo not given)	i	6%	7%	0.0%	-15%	-1.2	-2%	-8%	1%
Cc1ccc(OCC(=O)Oc2cccc(C)c2)cc1	?	.	2%	0.3%	-6%	-0.1	15%	1%	-12%
